Screening data: PubChem BioAssay, National Center for Advancing Translational Sciences (NCATS)
MBNL1 CUG block: MBNL1-poly(CUG) RNA binding inhibition. Q9NR56. 280,000 compounds, 0.036% hits. AID 2675. Potency, µM (doses to about 57.5 µM), without a hit: top-dose activity change, negative = inhibition, hits mostly inhibitors. TR-FRET MBNL1-His/biotin-(CUG)12 binding, 665/545 ratio; active = well fitted inhibition curve with a large enough effect in the signal ratio, with a control signal flat, not every such curve was filed as active; inconclusive = small, poorly fitted or top-dose-only effect, or effect the other way, or a change in a side signal; inactive = no such curve, though single readings can be large or run the other way; the % refers to the signal ratio; note: potency is the fitted concentration of half-maximal effect; % is set by controls: 0 for no effect and ±100 for the full control effect
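Inhibition of protein-RNA binding appears as loss of TR-FRET between terbium anti-His antibody on MBNL1-His and streptavidin-XL665 on biotin-(CUG)12. Activity is normalized to buffer-only and uninhibited-complex controls.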
Mito fusion yeast: inhibitors of mitochondrial division or activators of mitochondrial fusion | S. cerevisiae fusion-defective mutant growth rescue, CellTiterGlo 48 h | AID 485298 | 320,000 compounds, 0.23% hits | Potency, µM (series often up to 46.1 µM), for the others: at the top dose growth rescue (activation), actives largely listed as activators;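 note: potency is the fitted concentration of half-maximal effect; % of control where 0% means no effect; nearly all actives have a fitted effect of over 45% in size; temperature-sensitive fusion mutants such as fzo1-1 at 37 °C on non-fermentable ethanol glycerol medium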
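Luminescent cell viability in 1536-well qHTS format served as the measure of rescued growth in ts fusion-mutant S. cerevisiae cultured on non-fermentable YPEG for 48 hours at 37C.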
TCR act: activates T cell receptor signaling. primary human leukocytes, anti-CD3, IL-2 HTRF, 48 h. Potency, µM (titrated, usually from 9.22 µM), without a hit: at the top dose activation of IL-2 secretion, hits mostly activators. 330,000 tested, under 10 active; note: % of control where 0% means no effect
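Compounds are tested in HTS on primary human leukocytes co-incubated with a-CD3 beads for 48 hr. IL-2 output is measured by time-resolved FRET.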
PTAP TSG101 blk: blocks PTAP/TSG101 interaction to inhibit HIV-1 budding | Potency, µM (series often up to 115 µM), for the others: at the highest dose activity change, negative = inhibition, usual class: inhibitors | Fluorescence polarization, FITC-PTAP peptide / Tsg101 binding | Q99816 | 340,000 tested, under 10 active; active = well fitted inhibition curve with a large enough effect in the main read-out, with a control signal flat, not every such curve was filed as active; inconclusive = small, poorly fitted or top-dose-only effect, or effect the other way, or a change in a side signal; inactive = no such curve, though single readings can be large or run the other way; note: potency is the fitted concentration of half-maximal effect; % of control where 0% means no effect
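Fluorescence polarization binding of Tsg101 binding domain (10 uM final) to FITC-labeled PTAP peptide (50 nM final) in HEPES pH 7.5 buffer with NaCl, Tween 20, EDTA, TCEP. Compounds added before peptide; binding 20 min at RT.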
AT treatment: candidate therapy for ataxia-telangiectasia. […] A-T fibroblasts, KAP-1 phosphorylation AlphaLISA; neocarzinostatin DNA damage 30 min before lysis. Potency, µM (top dose mostly 57.5 µM), for the others: at the top dose activation, most hits filed as activators. 320,000 compounds, 0.19% hits. AID 485349; note: potency is the fitted concentration of half-maximal effect; % of control where 0% means no effect; nearly all actives have a fitted effect of over 45% in size
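hTERT-immortalized A-T patient fibroblasts ([…]), 500 cells/well in OPTI-MEM, 1% FBS, got compounds for 60 min, then NCS for 30 min at 37C. Lysates were then assayed for phospho-KAP-1 by AlphaLISA (anti-pKAP1 donor, anti-KAP1 acceptor beads), 6 hr at 25C.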
TSHR antag: human thyrotropin receptor antagonism; P16473; TSHR-expressing cells, TSH-stimulated cAMP HTRF, 2 h; hits give low values; activity change, negative = inhibition, % at 11.5 µM; 330,000 compounds, 0.2% hits; AID 504810;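 active = activity change below a set negative limit, meaning inhibition stronger than a set level, cut at about -70% in these data; inconclusive = activity change between two set negative limits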; note: % is set by controls: 0 for no effect and ±100 for the full control effect
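Freshly harvested TSHR cells receive pin-tooled compound, then EC80 TSH at 4nM final. After 2 hours at 37 deg C, antibody in lysis buffer and cAMP-d2 are added; 30 minutes at ambient temperature precede the HTRF read.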
Menin-MLL TR inh: displaces Texas Red mutant MLL peptide from human menin; O00255; Menin + Texas Red MLL mutant peptide, fluorescence polarization; Potency, µM (titrated, usually from 61.6 µM), inactives show at the highest dose FP activity change, negative = inhibition, most hits filed as inhibitors; 270,000 compounds, 0.23% hits; AID 1768; active = well fitted inhibition curve with a large enough effect in the polarisation, with a control signal flat, not every such curve was filed as active; inconclusive = small, poorly fitted or top-dose-only effect, or effect the other way, or a change in a side signal; inactive = no such curve, though single readings can be large or run the other way; the % refers to the polarisation; note: potency is the fitted concentration of half-maximal effect; % of control where 0% means no effect; many of its hits are not listed in these tables
Integrin act MD: activates integrin-mediated alleviation for muscular dystrophy; Potency, µM (doses to about 38.3 µM), for inactives: at the top dose activation, usual class: activators; alpha7betagal myoblasts, beta-gal FDG fluorescence, 48 h; 350,000 compounds, 0.064% hits;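 note: potency is the fitted concentration of half-maximal effect; 100% = response of the positive control SU9516; nearly all actives have a fitted effect of over 60% in size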
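alpha7betagal+/- myoblasts (passage 13, 250/well) treated 48 h at 37C with compounds at 1:260 dilution of DMSO stock. Lysed, then beta-galactosidase activity read as FDG fluorescence (ex 480/em 540) after 30 min, with pre-read for autofluorescence.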
ASM inhibitor: inhibitors of human secretory acid sphingomyelinase. P17405. placental ASM, HMU-PC fluorogenic substrate, 60 min. Potency, µM (highest dose often 57.5 µM), without a hit: top-dose activity change, negative = inhibition, actives largely listed as inhibitors. 340,000 compounds, 0.006% hits. AID 504937; note: potency is the fitted concentration of half-maximal effect
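Human placenta-derived ASM enzyme was preincubated with compound for 10 minutes at room temperature, then given fluorogenic substrate HMU-PC0 (9 uM final) for 60 minutes at 37 °C; a pH 10 stop preceded fluorescence reading at Ex 386/Em 447 nm.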
CXXC DNA block: inhibitors of human MLL CXXC domain-DNA interaction | MLL-CXXC / FITC-HOXA9 DNA fluorescence polarization | Potency, µM (highest dose often 115 µM), for inactives: at the top dose activity change, negative = inhibition, actives largely listed as inhibitors | 290,000 compounds, 0.037% hits; active = well fitted inhibition curve with a large enough effect in the polarisation, with a control signal flat, not every such curve was filed as active; inconclusive = small, poorly fitted or top-dose-only effect, or effect the other way, or a change in a side signal; inactive = no such curve, though single readings can be large or run the other way; the % refers to the polarisation; note: potency is the fitted concentration of half-maximal effect
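Purified MLL-CXXC (added from a 7 uM solution) was preincubated 5 min at ambient with pinned compounds in 50 mM Tris-HCl pH 7.5, 50 mM NaCl, 1 mM DTT, 0.05% BSA. Fluorescein-labeled HOX-A9 DNA (50 nM solution) followed, 30 min, then polarization read.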
The depositor's hits bear a star; i = inactive; ? = inconclusive; / = not tested or not shown; [ ] = remark or other dose. Unless noted, calls come from the whole dose curve; as a rule, active = well fitted curve in the direction sought with a large enough effect; inconclusive = small, poorly fitted or top-dose-only effect, or another doubt; inactive = no such curve, though single readings can be large; an effect the other way counts as inactive or inconclusive. This is a subset; count on the stated rates, not on these rows.

SMILES	MBNL1 CUG block	Mito fusion yeast	TCR act	PTAP TSG101 blk	AT treatment	TSHR antag	Menin-MLL TR inh	Integrin act MD	ASM inhibitor	CXXC DNA block
O=c1oc2c(CN3CCOCC3)c(O)ccc2c2c1CCCC2	11%	9%	-1%	-3%	2%	-3	-11%	20%	i	-1%
CCOc1cc(/C=N/NC(=O)COc2ccc(Cl)cc2)ccc1OS(=O)(=O)c1ccccc1	-9%	13µM*	2%	-7%	-3%	-29	2%	-24%	-14%	10%
CCc1ccc(CC)c(S(=O)(=O)Nc2ccc(C(=O)O)c(O)c2)c1	2%	-3%	2%	-3%	-6%	-8	?	9%	14%	-5%
COCCCNC(=O)CCCn1c(=O)c2ccccc2n(CC(=O)Nc2c(C)cccc2C)c1=O	2%	-4%	-1%	-1%	1%	9	-14%	15%	-1%	-5%
CNCCCOc1cc(C)cc(C)c1C	-6%	-5%	-1%	0%	0%	23	-14%	-62%[inhibitor]	-2%	-6%
CCOc1cccc(C(=O)Nc2cccc(C(=O)NC(C)(C)C)c2)c1	/	-2%	4%[46.1 µM]	-2%	2%	-4	-9%	-9%	0%	17%
C=CCc1ccccc1OCC(O)CN1C(=O)c2ccccc2C1=O (stereo not drawn)	15%	-1%	/	-6%	-4%	-3	-8%	0%	-6%	-8%
CCC(CC)C(=O)N1CCN(c2ccccc2)CC1	-8%	-1%	-8%	0%	2%	0	-17%	15%	6%	-6%
CCO[C@@H]1OC(C(=O)O)=C[C@H](c2coc3ccccc3c2=O)[C@H]1CCCO	-8%	-1%	-21%	/	4%	-5	4%	24%	6%	-3%
Cc1cccc(NC(=O)CSc2nnc(-c3ccncc3)n2CC2CCCO2)c1 (stereo not drawn)	-1%	0%	-1%	-3%	5%	0	-15%	-7%	8%	0%
COc1ccc(NC(=O)CSCC(=O)Nc2nnc(C)s2)cc1	/	0%	-1%	-1%	1%	-2	/	25%	-4%	/
CCOC(=O)C1CCN(C(=O)Nc2ccccc2Cl)CC1	-4%	5%	2%	-2%	-2%	-9	-1%	?	2%	-3%
CCN(c1ccccc1)S(=O)(=O)c1ccc(OC)c(NC(=O)CNC)c1	4%	1%	-3%	2%	-2%	-10	-11%	5%	8%	7%
NS(=O)(=O)c1cccc(NC(=O)c2cc(=O)c3ccccc3o2)c1	?	-5%	-6%	-3%	8%	5	?	?	2%	-2%
Cc1nc(N)sc1C(=O)NN	/	-2%	0%	-1%	5%	7	/	5%	2%	2%
CCOc1ccc(NS(=O)(=O)c2cc(C(=O)NCCN3CCOCC3)ccc2C)cc1	/	/	-34%	-2%	2%	-9	/	-14%	2%	/
CCS(=O)(=O)Nc1ccc(C(=O)CC2(O)C(=O)Nc3ccc(Br)cc32)cc1 (stereo not drawn)	0%	-2%	-3%	-6%	8%	-12	11%	0%	-2%	2%
CN(CC(=O)Nc1ccccc1Br)C(=O)CNC(=O)c1cccs1	/	3%	/	-7%	-6%	5	/	1%	6%	/
CCCN1CCC(=O)N(CCSc2ccc(OC)cc2)CC1	-8%	18%	1%	/	-26%	-42	?	-4%	2%	-4%
N#CC1=C(Nc2ccccc2)SC=C(c2ccc(Cl)c(Cl)c2)N=C1N1CCOCC1	10%	1%	2%	-2%	-13%	23	9%	9%	-6%	4%
CC(C)CCn1c(=O)c2ccccc2n2c(=S)[nH]nc12	-9%	?	6%	0%	5%	-3	15%	-5%	-2%	-4%
CCCCCCCNc1cccc(C)c1	-7%	1%	0%	1%	12%	-2	/	9%	2%	-3%
O=C1CN(C(=O)c2ccc(F)cc2)c2ccccc2N1	-1%	0%	3%	-1%	8%	3	/	-7%	4%	10%
CCOc1ccccc1NC(=O)CCS(=O)(=O)c1ccc2c(c1)CCN2C(C)=O	-2%	-3%	-2%	-1%	-5%	-1	2%	-12%	4%	4%
COc1cc(-c2nc(-c3ccccc3)c(-c3cccs3)[nH]2)cc(OC)c1OC	142%[activator]	-4%	4%	-7%	-2%	4	/	4%	-1%	11%
Additional entries
SMILES	MBNL1 CUG block	Mito fusion yeast	TCR act	PTAP TSG101 blk	AT treatment	TSHR antag	Menin-MLL TR inh	Integrin act MD	ASM inhibitor	CXXC DNA block
COc1cccc(/C=C/C(=O)OCC(=O)NCCCc2ccccc2)c1OC	/	/	4%	-1%	1%	/	/	26%	5%	/
O=C(CSc1ccc(/C=N/NC(=O)c2cccc(F)c2)o1)Nc1ccccc1	?	0%	-2%	-12%	2%	-2	?	1%	6%	2%
CCCCn1nnc(NC(=S)NC(=O)c2ccc(OCC)c([N+](=O)[O-])c2)n1	?	-9%	1%	0%	0%	25	/	-6%	-2%	-3%
CCOC(=O)C1=c2s/c(=C\c3cccnc3)c(=O)n2C(N)=C(C(=O)OC)C1c1cccnc1 (stereo not drawn)	-2%	0%	-9%	0%	-1%	1	/	17%	-7%	-2%
CCCc1nc2c(s1)CCc1onc(-c3cccc([N+](=O)[O-])c3)c1-2	/	-6%	-2%	1%	25%	-16	/	-16%	-5%	/
OCCNCCCCCOc1ccc(F)cc1	10%	-3%	0%	2%	3%	-7	14%	-16%	3%	-10%
COc1ccccc1N1CCN(Cc2nc(-c3ccc(F)cc3)oc2C)CC1	19%	-3%	1%	-5%	9%	14	-3%	2%	3%	-1%
CC(=O)N(CCC(c1ccccc1)c1ccco1)Cc1cccs1 (stereo not drawn)	-3%	21%	-21%	-1%	2%	-91*	-19%	-9%	-2%	7%
CN(CCCC[C@H](CNCc1ccc(-c2ccccc2)cc1)N1C[C@H](c2ccccc2)N(CCc2ccc(Cl)c(Cl)c2)C(=O)C1=O)Cc1ccc(-c2ccccc2)cc1	-6%	-142%[inhibitor]	/	/	-3%	3	/	/	/	58%
CSc1nc(N(CCO)CCO)c2sc3nc(-c4ccco4)c4c(c3c2n1)CCC4	22%	23%	-2%	-10%	-2%	10	?	-34%	79%[activator]	11%
Cc1ccc(NC(=O)Cn2cnc3c(NCc4ccccc4)ncnc32)cc1C	/	/	9%[46.1 µM]	-2%	-3%[11.5 µM]	-12	/	-15%	-3%	/
CCCCNC(=O)c1ccc(S(=O)(=O)c2ccc(Cl)cc2)c(NC(C)=O)c1	4%	0%	1%	3%	-8%	8	/	12%	2%	-15%
CC(C)n1c(SCC(=O)Nc2nc3c(s2)CCCC3)nc2c1c(=O)n(C)c(=O)n2C	-8%	6%	-5%[46.1 µM]	-1%	-1%	-19	2%	-34%	-2%	13%
O=c1c2ccccc2oc2cc(Br)ccc12	/	/	2%	-6%	/	/	/	-8%	-2%	/
Cn1c(/C=C/c2ccc([N+](=O)[O-])o2)nc2ccccc2c1=O	?	-24%	-6%	-2%	3%	-19	26%	-9%	-6%	25%
CNc1nc(Sc2ccc(C)cc2)cc(C(F)(F)F)n1	1%	3%	11%	0%	?	29	-1%	-18%	-7%	1%
COCCN(CC(=O)Nc1cccc(C)c1C)C(=O)c1oc2c(Cl)cccc2c1C	/	9%	2%	1%	4%	11	/	11%	-2%	/

Taken from above.
Result for Cc1ccc(NC(=O)Cn2cnc3c(NCc4ccccc4)ncnc32)cc1C in ASM inhibitor: -3%
Result for CNc1nc(Sc2ccc(C)cc2)cc(C(F)(F)F)n1 in Menin-MLL TR inh: -1%
Result for COCCN(CC(=O)Nc1cccc(C)c1C)C(=O)c1oc2c(Cl)cccc2c1C in Mito fusion yeast: 9%

Single records, as listed above.
CSc1nc(N(CCO)CCO)c2sc3nc(-c4ccco4)c4c(c3c2n1)CCC4 in the list: MBNL1 CUG block = 22%; Mito fusion yeast = 23%; TCR act = -2%; PTAP TSG101 blk = -10%; AT treatment = -2%; TSHR antag = 10; Menin-MLL TR inh = ?; Integrin act MD = -34%; ASM inhibitor = 79%[activator]; CXXC DNA block = 11%
COc1cccc(/C=C/C(=O)OCC(=O)NCCCc2ccccc2)c1OC in the list: MBNL1 CUG block = /; Mito fusion yeast = /; TCR act = 4%; PTAP TSG101 blk = -1%; AT treatment = 1%; TSHR antag = /; Menin-MLL TR inh = /; Integrin act MD = 26%; ASM inhibitor = 5%; CXXC DNA block = /
